zfTRPN1 agonist: activates the zebrafish TRPN1 channel. HEK293 zebrafish TRPN1-YFP, Fluo-8 calcium fluorescence; 100% = response to 87 µM carbachol. activation, % at 3 µM. 220,000 compounds, 0.18% hits;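 active means activation above its plate's cutoff, the mean activation of test wells on that plate plus 3 SD, cut at about 19% in these data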;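 further: 0% = DMSO alone and 100% = 87 µM carbachol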
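Material: zebrafish TRPN1-YFP in HEK293 cells. Doses: one dose of 3 µM, 0.3% DMSO. Incubation: dye 1 h 37 °C plus 30 min RT. Measured by: intracellular calcium fluorescence with Fluo-8.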
EP2 mod: modulates human prostaglandin E2 receptor EP2 signaling | EP2-expressing cells, cAMP HTRF FRET, PGE2 co-stimulation | P43116 | AID 940 | induction, % at 25 µM | 260,000 compounds, 0.83% hits;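 active means compounds whose cAMP rise, as percent of the full-agonist control response, exceeds 60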;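 further: rat C6 glioma line stably carrying human EP2 under a CMV promoter; the protocol text gives 20 µM as final concentration; 100% = response of wells given 1 µM PGE2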
NPY1 pot ag: potentiators or agonists of human neuropeptide Y receptor Y1. 220,000 compounds, 0.37% hits. AID 1304. P25929. NPY-Y1 expressing cells, potentiator/agonist activation. activation, % at 3.6 µM; in the data active means activation above about 33%, passing the limit was not always enough;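 further: cells stimulated with NPY at EC10 then isoproterenol at EC100; 0% = low agonist plus stimulus and 100% = saturating agonist plus stimulus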
Target sequence (P25929 whole entry, looked up): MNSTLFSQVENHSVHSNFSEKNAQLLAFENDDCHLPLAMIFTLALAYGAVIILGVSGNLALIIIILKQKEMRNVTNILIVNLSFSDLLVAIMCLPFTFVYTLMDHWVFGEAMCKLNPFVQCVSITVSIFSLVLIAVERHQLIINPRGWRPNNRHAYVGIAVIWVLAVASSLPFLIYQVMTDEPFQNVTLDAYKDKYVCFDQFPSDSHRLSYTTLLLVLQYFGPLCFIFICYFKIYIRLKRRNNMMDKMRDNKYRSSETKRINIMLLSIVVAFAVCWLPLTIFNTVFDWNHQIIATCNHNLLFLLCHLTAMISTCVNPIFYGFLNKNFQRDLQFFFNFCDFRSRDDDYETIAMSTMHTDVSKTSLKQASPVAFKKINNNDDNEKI
TRPML3 ag: activates the human TRPML3 channel; HEK293 TRPML3-YFP, Fluo-8 calcium fluorescence; 100% = the carbachol control signal; activation, % at 3 µM; 220,000 compounds, 0.29% hits;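 active means activation above its plate's cutoff, the mean activation of the plate's test wells plus 3 SD, cut at about 12% in these data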;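 further: 0% = DMSO only wells and 100% = carbachol wells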
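Material: TRPML3-YFP stable HEK293 cells | Dosing: One concentration, 3 µM nominal, 0.3% DMSO | Timing: 125 s total fluorescence read per well | Technique: Fluo-8 calcium dye fluorescence, ex 470-495, em 515-575 nm | Measure: Percent activation from peak-to-basal fluorescence ratio, scaled between DMSO and carbachol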
S1P4 agonist: agonists of human S1P4 receptor; S1P4-expressing cell line, agonist reporter assay; activation, % at 4.98 µM; 220,000 compounds, 0.35% hits; in the data active means activation above about 11%;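 further: 0% = DMSO vehicle and 100% = reference agonist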
Target sequence (O95977 whole entry, looked up): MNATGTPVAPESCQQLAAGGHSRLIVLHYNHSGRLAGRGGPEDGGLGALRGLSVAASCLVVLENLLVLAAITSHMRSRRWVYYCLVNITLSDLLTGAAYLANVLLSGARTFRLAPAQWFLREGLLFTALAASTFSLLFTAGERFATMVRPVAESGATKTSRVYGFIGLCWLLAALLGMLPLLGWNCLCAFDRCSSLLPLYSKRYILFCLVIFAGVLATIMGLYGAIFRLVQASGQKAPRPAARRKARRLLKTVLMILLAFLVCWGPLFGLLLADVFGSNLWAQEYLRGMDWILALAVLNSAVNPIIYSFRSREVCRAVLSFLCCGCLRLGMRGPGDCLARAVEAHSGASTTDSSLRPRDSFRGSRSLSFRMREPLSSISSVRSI
S1P4 antag: antagonists of human S1P4 receptor. inhibition, % at 4.98 µM. S1P4-expressing cells, antagonist mode, reporter read-out. 220,000 compounds, 0.26% hits. AID 1510. O95977; in the data active means inhibition above about 29%;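 further: 0% = wells stimulated with agonist and 100% = vehicle wells without agonist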
CHOP inhibitor: CHOP inhibition in unfolded protein response; AID 2732; CHO-K1 CHOP-promoter luciferase, tunicamycin-induced, 15-18 h; inhibition, % at 10 µM; 220,000 compounds, 3.8% hits;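 active means compounds that reduced the stress-induced luciferase reporter signal by more than about 70% of percent inhibition, limit read from the data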;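 further: 0% = tunicamycin plus vehicle and 100% = wells without tunicamycin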
NPY Y1 blocker: blocks the human neuropeptide Y Y1 receptor. P25929. HEK293-CNG Y1 cells, membrane potential fluorescence; NPY at EC95, then isoproterenol. inhibition, % at 3.6 µM. 200,000 compounds, 1% hits;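 active means inhibition above the campaign mean inhibition of all tested compounds plus 3 SD, cut at about 20% in these data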;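 further: 0% = DMSO wells given NPY plus isoproterenol and 100% = isoproterenol alone without NPY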
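Material: Y1- and CNG-channel-expressing HEK293 cells / Probe or stimulus: NPY 25 nM then isoproterenol 1 µM plus Ro 20-1724 25 µM / Doses: 3.6 µM single dose, DMSO 0.4% / Schedule: compound incubation 1 h at room temperature, readout 45 min post-stimulation / Signal: membrane potential fluorescence / Benchmarks: isoproterenol-only wells as full block versus NPY-plus-isoproterenol wells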
NPY-Y2 PAM-ag: potentiates or activates human NPY-Y2 receptor | P49146 | cells expressing NPY-Y2, potentiator/agonist read-out | activation, % at 3.6 µM | 220,000 compounds, 0.45% hits | AID 1359; in the data active means activation above about 27%;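 further: cells stimulated with NPY near EC25 plus isoproterenol at EC100; 0% = vehicle plus submaximal agonist and 100% = vehicle plus saturating agonist; some results beyond the cut were filed as inactive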
* marks the source's active call; other numbers are inactive results; . = no result given.

SMILES | zfTRPN1 agonist | EP2 mod | NPY1 pot ag | TRPML3 ag | S1P4 agonist | S1P4 antag | CHOP inhibitor | NPY Y1 blocker | NPY-Y2 PAM-ag
COc1cc(C)ccc1OCCCOc1cc(C)ccc1Cl | -0.2 | . | -29 | 0.0 | -1.4 | -19 | . | 16 | -14
CCCNC(=O)N1CCN(Cc2ccco2)CC1 | -0.9 | 10 | -2 | 0.2 | -0.4 | -21 | -2 | -5 | -10
COc1ccccc1CC(=O)NNS(=O)(=O)c1ccc([N+](=O)[O-])cc1 | -0.1 | 16 | -11 | -0.2 | 0.7 | -9 | -12 | 0 | 5
COc1ccc(-c2csc(NC(=O)Cn3nc(C)cc3C)n2)cc1 | 0.7 | -33 | -6 | 0.8 | -0.3 | -17 | 2 | 4 | -7
Cc1ccc(-c2nc(-c3ccccn3)no2)cc1Cl | -0.2 | 8 | -13 | 0.7 | 0.2 | -9 | 83* | 7 | -15
NS(=O)(=O)c1ccc(NC(=S)NNC(=O)c2cccs2)cc1 | 1.0 | -8 | 10 | -0.2 | 1.6 | -11 | 3 | 1 | -1
CSc1nnc(Cc2sc(-c3ccccc3)nc2-c2ccccc2)o1 | -1.1 | 22 | -42 | 0.5 | 1.0 | 0 | 83* | 17 | -16
O=C(c1ccncc1)N(Cc1cc2ccccc2[nH]c1=O)C1CCCCC1 | 1.1 | 6 | -5 | 0.8 | -1.7 | 2 | . | -3 | -7
COc1ccc2nc(/N=C(\N)NC(=O)C(C)(C)C)nc(C)c2c1 | 0.7 | -8 | -21 | 0.4 | -0.9 | -13 | 6 | 4 | -22
CC(C)CC1NC2(C(=O)N(C)c3ccccc32)C2C(=O)N(C(C)C)C(=O)C12 (stereo not given) | -0.3 | 4 | -10 | 0.0 | 0.5 | -5 | -5 | 3 | 19
CCOC(=O)COc1ccc(C(=O)c2ccccc2)c(O)c1 | -0.2 | 26 | -22 | -1.1 | 1.2 | -8 | -7 | 4 | -7
COC(=O)COc1ccc(S(=O)(=O)Nc2ccc3c(c2)OCCO3)cc1Cl | 3.1 | -8 | 11 | 3.5 | -1.2 | 5 | 8 | -13 | 13
O=C(/C=C/c1ccc(Cl)cc1)NCc1ccco1 | -1.9 | -65 | -18 | -0.4 | -0.9 | -17 | 34 | -1 | 6
CC1CCCCN1C(=O)CSc1nc(-c2ccccc2)cn1N (stereo not given) | 2.2 | -13 | 2 | 0.7 | 0.0 | -19 | 0 | -1 | 3
Cn1c(=O)c2c(nc(CN3CCCCC3)n2CCCc2ccccc2)n(C)c1=O | -1.2 | . | -33 | -0.7 | 1.3 | 3 | . | 5 | -10
CN1CCN(C(=O)C2=C[C@H](c3ccc(Br)cc3)C[C@H](OCCCCO)O2)CC1 | 0.9 | -15 | 13 | 1.1 | 0.0 | 6 | 9 | 1 | -5
Cc1cccc(C(=O)Nc2ccccc2N2CCN(c3ccc(F)cc3)CC2)c1 | 1.0 | 50 | -10 | 0.8 | 0.3 | -2 | 30 | 6 | -1
Cc1occc1-c1nnc(SCC(=O)c2ccc(Cl)cc2)n1CC1CCCO1 (stereo not given) | -1.0 | 19 | -10 | -0.4 | 4.2 | -18 | 16 | 10 | -6
CCOC(=O)c1cc2c(=O)n3ccccc3nc2n(CC2CCCO2)c1=NC(=O)/C=C/c1ccccc1 (stereo not given) | 0.3 | -18 | -2 | 1.2 | 5.7 | -5 | 9 | 0 | -6
Cc1ccc2c(c1)nnn2C1CCN(S(=O)(=O)c2ccc(C(=O)O)cc2)CC1 | 0.1 | 26 | 11 | 0.3 | 0.9 | 8 | -1 | -3 | -9
O=C(CSc1nc2ccccc2s1)Nc1ccc(N2CCOCC2)c(Cl)c1 | 6.3 | -6 | -15 | 0.8 | 2.1 | -29 | 23 | 13 | -2
CCN(CCO)Cc1cc(=O)oc2c(C)c(C)ccc12 | -0.1 | 3 | -8 | -0.5 | -0.8 | -2 | 27 | -4 | -11
CCOc1ccc(C(=O)NCC(=O)OCC(=O)N2CCC(C)CC2)cc1 | -0.5 | 9 | 5 | 0.1 | 0.9 | 2 | 22 | 2 | 0
CC1CCCCN1C(=O)c1cccc(NC(=O)c2ccccc2)c1 (stereo not given) | -1.2 | -28 | 23 | -0.4 | 0.2 | 2 | 4 | -3 | 4
CCn1c(CCCOc2ccc(Cl)cc2Cl)nnc1SCC(=O)Nc1cccc(F)c1 | -1.2 | 12 | 4 | 0.9 | 2.6 | -6 | 36 | -1 | -5
CCN(CC)S(=O)(=O)c1cccc(-c2n[nH]c(=S)n2/N=C/c2ccc(Br)cc2)c1 | 2.1 | -29 | -24 | -0.3 | 2.1 | 8 | 90* | 8 | 0
Cc1nnc(SCc2cccc(CSc3nnc(C)s3)c2)s1 | 1.8 | 19 | 4 | 0.2 | 2.8 | 2 | 10 | 4 | 0
CCCCCCCCCC(=O)Nn1cnc2ccccc2c1=O | -0.7 | -23 | -22 | -0.2 | -1.4 | 6 | 20 | 20 | -23
CN(C)CCCN1C(=O)C(=O)/C(=C(/O)c2ccc3c(c2)OCO3)C1c1ccco1 (stereo not given) | -0.6 | . | -17 | 0.6 | 0.9 | -11 | . | -3 | -9
CCOC(=O)c1c[nH]c2c(C)cc(C)cc2c1=O | -1.7 | -20 | 5 | -0.1 | 0.9 | -2 | 16 | 3 | 8
CCCC(=O)N(c1ccc(OC)cc1)C1C=CS(=O)(=O)C1 (stereo not given) | 0.6 | 5 | -15 | -0.6 | 0.4 | -13 | 56 | 6 | -10
CC(C)c1cc(C(=O)NCCc2ccccc2)no1 | 0.3 | -9 | 15 | 0.1 | 1.1 | -9 | -34 | 2 | 0
N/C(=N\OC(=O)c1cccc2ccccc12)c1ccncc1 | -0.5 | -5 | 11 | -0.4 | 1.6 | -9 | 33 | . | 7
Oc1ccc(/C=N/N2CCOCC2)c(O)c1O | 0.2 | -11 | -6 | 0.9 | 0.0 | -7 | -12 | 4 | -9
N#CC1=C2SCN(Cc3ccccc3)CN2C(=O)CC1c1ccc2c(c1)OCO2 (stereo not given) | 1.8 | -11 | 2 | 1.4 | -1.0 | -12 | -32 | 2 | -6
NC(=O)C(c1cccc(Cl)c1)c1ncc(C(F)(F)F)cc1Cl (stereo not given) | 0.7 | 19 | -17 | -0.3 | -3.2 | -3 | -6 | 4 | -24
COc1ccc(C(CC(=O)O)n2cnnn2)cc1 (stereo not given) | 1.3 | 24 | -4 | 0.5 | -0.4 | -5 | -5 | 0 | -22
O=C(Nc1ccc2nc(-c3cccs3)[nH]c2c1)c1ccco1 | -0.1 | -27 | -31 | 0.1 | -0.1 | 4 | 43 | 13 | -4
COc1ccc2nc(C)cc(SCC(=O)N/N=C/c3c(OC)ccc4ccccc34)c2c1 | 1.4 | -4 | 5 | 0.9 | -1.1 | -10 | 30 | -3 | 1
COc1ccc(C(C)=O)cc1CN1C(=O)NC(CC(C)C)C1=O (stereo not given) | -1.5 | 22 | 12 | 0.1 | 0.9 | 1 | 7 | 1 | 9

An excerpt taken from the entries so far, as a working copy:
SMILES | zfTRPN1 agonist | EP2 mod | NPY1 pot ag | TRPML3 ag | S1P4 agonist | S1P4 antag | CHOP inhibitor | NPY Y1 blocker | NPY-Y2 PAM-ag
O=C(CSc1nc2ccccc2s1)Nc1ccc(N2CCOCC2)c(Cl)c1 | 6.3 | -6 | -15 | 0.8 | 2.1 | -29 | 23 | 13 | -2
CCN(CCO)Cc1cc(=O)oc2c(C)c(C)ccc12 | -0.1 | 3 | -8 | -0.5 | -0.8 | -2 | 27 | -4 | -11

The listing continues:
SMILES | zfTRPN1 agonist | EP2 mod | NPY1 pot ag | TRPML3 ag | S1P4 agonist | S1P4 antag | CHOP inhibitor | NPY Y1 blocker | NPY-Y2 PAM-ag
Cc1ccc(-n2c(Cc3cccn3C)nnc2SCC(=O)Nc2ccc3c(c2)OCO3)cc1 | 0.2 | 27 | 29 | 0.4 | 0.6 | 12 | 13 | -3 | 7
CN(Cc1ccccc1)C(=O)[C@H]1CCC(=O)N1Cc1ccco1 | -0.8 | 7 | 1 | 0.9 | -2.5 | -5 | 5 | 2 | 4
CCOC(=O)c1c(C)n(C)c2cc(CN(C)C)c(O)c(S(=O)(=O)c3ccccc3)c12 | 1.3 | -11 | 3 | 0.8 | -1.2 | -1 | 11 | 4 | -9
CCOC(=O)N1CCN(C(=O)CCC(=O)N2CCOc3ccc(C)cc32)CC1 | -1.7 | . | 22 | -0.4 | -0.7 | -5 | . | 1 | 14
COc1ccc(C(=O)NCCCc2nc3ccccc3n2Cc2ccccc2C)cc1OC | -0.8 | 15 | 5 | -0.3 | -0.3 | -2 | 8 | 3 | 9
COc1ccc(CCNC(=O)Cn2nnc(-c3ccc(N4CCOCC4)cc3)n2)cc1OC | 0.1 | -30 | 3 | 0.5 | 0.4 | -14 | -7 | -2 | 12
COc1ccc(N2CCN(C(=O)CCc3ccc(S(=O)(=O)NC(C)(C)C)cc3)CC2)cc1 | 4.4 | -2 | -3 | 2.1 | 0.8 | -7 | -7 | . | -21
CC1=C(CC(=O)c2ccccc2)C(=O)c2ccccc2C1=O | -0.5 | -9 | -12 | -1.2 | 4.8 | 4 | -35 | 7 | 1
Cc1noc(C)c1COC(=O)[C@H](C)NS(=O)(=O)c1ccc(Cl)c(Cl)c1 | -2.0 | -28 | -27 | 0.7 | -4.3 | -4 | -23 | 0 | -6
CCC(C)(NC(=O)CNC(C)=O)C(=O)NC1CCCCC1 (stereo not given) | -0.3 | 13 | -60 | 0.6 | 1.4 | -24 | -14 | -4 | -13
Cc1cccc(NS(=O)(=O)c2cc(C(=O)N3CCOCC3)ccc2Cl)c1 | 1.6 | 11 | 8 | 0.8 | 2.8 | -3 | -7 | 6 | 7
CC(C)c1ccc2[nH]c3c(c2c1)CCCC3=O | -2.2 | -5 | -3 | -0.2 | -0.5 | 5 | 27 | -2 | -18
CCOC(=O)C1C(c2ccc(OC)cc2)N(C)OC1(O)C(F)(F)F (stereo not given) | -0.2 | 3 | -8 | 0.7 | -1.8 | 3 | -3 | 6 | -5
CS(=O)(=O)N1CCN(S(=O)(=O)c2ccccc2[N+](=O)[O-])CC1 | 1.5 | 14 | 4 | 1.0 | 1.1 | -20 | 14 | -2 | -1
Cc1[nH]c2ccccc2c1C(c1ccccn1)N1CCCC1 (stereo not given) | 2.1 | 17 | 21 | 1.0 | -0.3 | -3 | -1 | -5 | 15
Cc1ccc2c(c1)N(CCCC(=O)NCCC1=CCCCC1)C(=O)CO2 | -0.8 | -8 | 24 | -1.2 | 1.9 | 8 | 1 | 12 | -22
CC(SCc1ccccc1)C(=O)NC1CCCC1 (stereo not given) | -1.0 | -2 | 16 | 0.3 | -1.5 | -12 | -6 | 7 | 4
Cc1ccc(C(=O)Nc2ccc(Cl)cc2C(F)(F)F)c(Cl)c1 | -1.9 | -6 | -18 | 0.2 | -0.9 | -7 | -4 | 12 | -7

Screening data from PubChem BioAssay.
